ABHD5 PLIN5 PPI: ABHD5-PLIN5 interaction inhibitors, primary screen, cell lysate, split luciferase complementation, luminescence; Perilipin-5 (Homo sapiens) + 1-acylglycerol-3-phosphate O-acyltransferase ABHD5 (Homo …; Split G. princeps luciferase complementation, 4 h; inhibition, % at 4 µM; hit rate 0.78% among 360,000; AID 602281, 2012;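 active means inhibition above the mean inhibition across every tested compound plus 3 SD, cut at about 22% in these data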;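 further: 0% = DMSO only wells and the 100% control is not disclosed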
Exocytosis inh: LAMP-1 surface exposure blockers, TALL-104 cells – cell-based, flow cytometry, MLPCN library, primary screen; TALL-104 LAMP-1 surface exposure; cells stimulated with thapsigargin and PMA; inhibition, % at 10 µM; hit rate 0.66% among 360,000; AID 651702, 2012;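 active means inhibition above about 55%, limit read from the data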
N-glyco inh: increase of ERlucT glycosylation luciferase signal, primary screen, N-linked glycosylation inhibitor project, D54 ERlucT cells, luminescence, set 2 | hit rate 0.23% among 360,000 | reporter increase, % at 12.5 µM | D54 ERlucT glycosylation luciferase reporter, 24 h; percent of 100 nM tunicamycin response | AID 588692, 2011;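 active means mean luciferase reporter signal, scaled so untreated is 0 and the glycosylation-blocking control 100, at or above a set limit in every replicate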;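 further: luciferase carries N-glycosylation sites so blocking glycosylation raises the light; 0% = median of neutral control wells and 100% = median of 100 nM tunicamycin wells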
HTR2A ag: mouse Htr2a agonists via beta-arrestin recruitment, primary screen, cell-based, luminescence; AID 624169, 2012; CHO-K1 mHTR2A beta-arrestin complementation; percent of 30 µM serotonin response; 5-hydroxytryptamine receptor 2A (Mus musculus), P35363; hit rate 0.66% among 360,000; activation, % at 7.6 µM;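 active means activation above a run cutoff, the mean activation of all tested compounds plus 3 SD, cut at about 14% in these data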;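 further: 0% = plate median of compound wells and 100% = 30 µM serotonin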
PDI inh: inhibitors of human PDI, primary screen, biochemical, turbidity, single point, plate reader; Protein disulfide-isomerase (Homo sapiens), P07237; PDI insulin aggregation turbidity, A650, 90 min; inhibition, % at 10 µM; hit rate 0.052% among 350,000;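 active means mean inhibition across replicates of 30% or more, whatever share of single replicates reach that level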;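 further: absorbance from insulin aggregation driven by PDI reduction with DTT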
Target sequence (P07237 whole entry, looked up): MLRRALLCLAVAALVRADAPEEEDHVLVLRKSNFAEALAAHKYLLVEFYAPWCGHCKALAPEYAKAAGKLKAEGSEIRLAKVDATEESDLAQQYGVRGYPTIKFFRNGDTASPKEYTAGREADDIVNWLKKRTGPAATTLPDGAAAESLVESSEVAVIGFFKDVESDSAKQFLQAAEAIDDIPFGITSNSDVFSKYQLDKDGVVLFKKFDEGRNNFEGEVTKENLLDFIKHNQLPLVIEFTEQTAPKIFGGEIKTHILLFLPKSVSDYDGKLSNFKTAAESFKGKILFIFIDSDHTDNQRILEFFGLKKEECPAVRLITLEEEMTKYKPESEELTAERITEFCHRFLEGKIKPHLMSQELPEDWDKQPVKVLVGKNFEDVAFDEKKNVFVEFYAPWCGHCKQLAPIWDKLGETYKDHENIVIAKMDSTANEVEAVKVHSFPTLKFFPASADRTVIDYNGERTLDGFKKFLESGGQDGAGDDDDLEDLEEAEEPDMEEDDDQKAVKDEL
MC4R ag barr: MC4R agonists recruiting beta-arrestin, primary screen, cell-based, luminescence, agonist arm of biased-ligand search | Melanocortin receptor 4 (Homo sapiens), P32245 | U2OS MC4R beta-arrestin complementation; percent of melanotan II response, DMSO zero | activation, % at 8.9 µM | hit rate 0.98% among 360,000;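 active means activation above a per-plate cutoff, the mean activation of sample wells on that plate plus 3 SD, cut at about 8% in these data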
Target sequence (P32245 whole entry, looked up): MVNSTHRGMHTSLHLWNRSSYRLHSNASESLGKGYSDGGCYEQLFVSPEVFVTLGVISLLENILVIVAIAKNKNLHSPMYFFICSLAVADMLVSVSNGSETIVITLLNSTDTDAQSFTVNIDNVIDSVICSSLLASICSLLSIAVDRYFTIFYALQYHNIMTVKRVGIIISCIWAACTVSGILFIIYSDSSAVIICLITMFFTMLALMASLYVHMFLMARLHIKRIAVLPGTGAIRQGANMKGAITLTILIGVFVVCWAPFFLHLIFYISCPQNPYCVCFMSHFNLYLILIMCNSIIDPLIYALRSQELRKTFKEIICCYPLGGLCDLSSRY
Cardio protect: cardioprotection against H2O2-induced cell death, primary screen, uHTS, H9c2 cells, ATPLite luminescence | H9c2 cardiomyocytes, H2O2 injury protection, 2 h | protection from H2O2 cell death, % at 20 µM | hit rate 0.63% among 360,000;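 active means compounds giving at least 50% protection of heart cells from peroxide-induced death in the single-dose screen, raw or plate-pattern-corrected value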;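 further: 0% = DMSO wells with peroxide and 100% = DMSO wells without peroxide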
CaV13 FRET inh: Primary screen for inhibitors of IQ motif and Ca2+-dependent inactivation inhibitor domain binding in CACNA1D, Förster resonance energy transfer in living cells, …. HEK cells, CFP/YFP FRET ICDI-IQ, plate reader, 10 min; percent FRET-ratio fall versus neutral wells. inhibition, % at 12.3 µM. hit rate 0.098% among 340,000. AID 743397;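 active means mean replicate inhibition of at least 30% and at least 1% of replicates passing that level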;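 further: 0% = median of the neutral control wells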
MC4R antag cAMP: MC4R antagonists of cAMP signaling, primary screen, cell-based, TR-FRET, antagonist arm of biased-ligand search; MC4R-expressing cells, MTII-stimulated cAMP, LANCE TR-FRET; inhibition, % at 6.5 µM; Melanocortin receptor 4 (Homo sapiens), P32245; hit rate 0.48% among 360,000;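 active means inhibition above its plate's cutoff, the mean of tested wells on that plate plus 3 SD, cut at about 29% in these data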;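 further: 0% = Melanotan II alone and 100% = Melanotan II plus saturating MCL0020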
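System – human MC4R-expressing U2OS cells · Also added – Melanotan II · Dosing – one concentration, 6.5 µM nominal · Timing – 30-min compound, 1-h challenge, 1-h detection, room temperature · Measured by – Eu-cAMP/anti-cAMP TR-FRET, emission 671 nm · Replicates – singlicate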
ABCB6 inh MLPCN: ABCB6 transporter inhibitors, primary screen, K562-ABCB6 cells, flow cytometry, MLPCN library; K562-ABCB6 porphyrin accumulation, 1 h; hits give low values; fluorescence ratio to DMSO, % at 10 µM; ATP-binding cassette sub-family B member 6 (Homo sapiens), Q9NP58; AID 602162, 2011; hit rate 0.19% among 360,000;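 active means fluorescence ratio to DMSO below 75%, the collection mean minus 3 SD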;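 further: signal is porphyrin accumulated inside mitochondria; 100% equals median channel fluorescence of DMSO control wells; lower ratio means ABCB6 inhibition with less porphyrin fluorescence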
Active calls of the source: *; . = not tested or not shown.

SMILES | ABHD5 PLIN5 PPI | Exocytosis inh | N-glyco inh | HTR2A ag | PDI inh | MC4R ag barr | Cardio protect | CaV13 FRET inh | MC4R antag cAMP | ABCB6 inh MLPCN
O=C(c1ccncc1)N1CCCC(N2CCN(c3cccc(C(F)(F)F)c3)CC2)C1 (stereo unspecified) | -5 | 0 | 1 | -6 | 3 | -0.1 | 3 | -4 | 10 | 100
CN(c1ccccc1)S(=O)(=O)c1ccc(C(=O)Nc2ncccc2O)cc1 | 6 | -4 | 2 | 5 | -12 | -2.2 | 0 | -6 | 5 | 104
CCn1ncc(/C=C/C(=O)NCc2cn(C)nc2C)c1C | 0 | 2 | 0 | 0 | 6 | -1.8 | 7 | -7 | 1 | 101
Cc1nn(Cc2ccccc2)c(C)c1NS(=O)(=O)c1ccccc1 | 0 | 0 | . | 6 | -3 | -1.7 | -9 | -3 | -3 | 103
O=C(O)c1ccccc1NC(=O)C1CCN(S(=O)(=O)c2ccc3c(c2)OCCO3)CC1 | 11 | 1 | 2 | 0 | 5 | -0.1 | 0 | -33 | 2 | 76
NC(=O)Cn1nnc(-c2ccc(C(F)(F)F)cc2)n1 | 0 | 0 | 4 | -4 | 1 | -2.1 | -3 | -4 | -2 | 101
CC(C)n1c(-c2ccco2)csc1=Nc1cccnc1 | 5 | 0 | -9 | 2 | -18 | 1.3 | -19 | -5 | -6 | 85
Brc1ccccc1C1Nc2cccc3cccc(c23)N1 | 1 | 72* | 2 | 0 | 8 | -1.2 | -6 | -5 | -2 | 101
Cc1ccccc1N1CC(O)(c2ccccc2)[N+]2=C1SCC2 (stereo unspecified) | -1 | 1 | 0 | -8 | 5 | -2.1 | 2 | -14 | 6 | 99
COc1ccc(-c2nc3cc(C)ccn3c2NC(=O)c2c(F)cccc2Cl)cc1 | -6 | 2 | 1 | -8 | 12 | -0.2 | 16 | -3 | 7 | 88
CCC(=O)Nc1nc(C)c(-c2csc(Nc3ccccn3)n2)s1 | -3 | -4 | -4 | -5 | -2 | -1.1 | 5 | 3 | -2 | 101
O=C(OCC1CC(c2ccccc2)=NO1)c1ccc(Br)cc1 (stereo unspecified) | -1 | -2 | -2 | -1 | -44 | 1.3 | -12 | -5 | 6 | 96
Cc1sc2nc(CN3CCOCC3)nc(Cl)c2c1C | 1 | 9 | 1 | 7 | 1 | -2.5 | 5 | -18 | 32* | 94
COc1cccc(NC(=O)CSc2ccc3nnc(-c4cccnc4)n3n2)c1 | 0 | -2 | 2 | 2 | 18 | -2.0 | 2 | . | 1 | 85
O=C(O)C1C2CCC(C2)C1C(=O)NCc1ccco1 (stereo unspecified) | 9 | -1 | 3 | 4 | 0 | 0.2 | -1 | . | 10 | 99
Cc1cnc(C(=O)OCC(=O)N2c3ccccc3NC(=O)C2(C)C)cn1 | -2 | 0 | 0 | -2 | 8 | -0.1 | -3 | -5 | 7 | 100
O=c1[nH][nH]c(-c2ccccc2O)c1C(C[N+](=O)[O-])c1ccccc1 (stereo unspecified) | 3 | 2 | -1 | -3 | -3 | 0.8 | 11 | -17 | 11 | 93
COc1ccc(N2CC(C(=O)N[C@H](C(=O)NC3CCCCC3)C(C)C)CC2=O)cc1 (stereo partly specified) | -1 | 4 | 2 | -2 | 5 | -0.7 | 0 | -8 | 12 | 96
COc1cc(C(=O)N2CCC(NC(=O)C(Cc3ccc(C)cc3)NC(C)=O)CC2)cc(OC)c1OC (stereo unspecified) | 2 | -2 | 1 | 0 | 12 | -0.7 | 1 | -6 | 0 | 94
O=C1CCc2cc(S(=O)(=O)N3CCC(C(=O)NCc4ccccc4Cl)CC3)ccc2N1 | -1 | 1 | -3 | 20* | 17 | 0.1 | 0 | -3 | 2 | 105
O=C(CN1CCN(c2cccc(C(F)(F)F)c2)CC1)Nc1ccc2c(c1)OCCCO2 | -11 | 0 | 2 | -3 | -2 | 5.7 | -14 | -5 | 17 | 99
Cc1ccc(CN2CCN(/N=C/c3cccnc3)CC2)c(C)c1 | -6 | -2 | 0 | -4 | -6 | -2.4 | -6 | -18 | 3 | 141
O=C(CN1c2cccc3cccc(c23)S1(=O)=O)NCc1ccccc1Cl | -1 | -5 | -2 | 1 | -10 | -1.1 | -8 | -5 | -5 | 74*
CCc1ccc(CNn2cnnc2SCC(=O)NC(C)(C)C)cc1 | 9 | -1 | 0 | 3 | 16 | 0.7 | -2 | -4 | -1 | 88
COC(=O)[C@]1(C)N[C@H](c2ccc(-c3ccc(F)cc3)cc2)[C@@H]2C(=O)N(C)C(=O)[C@@H]21 | 0 | -1 | -1 | 0 | -2 | 0.3 | 11 | -6 | 6 | 95
Carrying on:
SMILES | ABHD5 PLIN5 PPI | Exocytosis inh | N-glyco inh | HTR2A ag | PDI inh | MC4R ag barr | Cardio protect | CaV13 FRET inh | MC4R antag cAMP | ABCB6 inh MLPCN
C[C@@H]1CN([C@@H](C)CO)C(=O)c2cccc(NS(C)(=O)=O)c2O[C@H]1CN(C)Cc1ccc(C(=O)O)cc1 | 3 | -3 | 3 | -3 | 2 | -0.4 | 1 | -12 | 4 | 95
CCN1CCN(c2ncnc3scc(-c4ccc(C)c(C)c4)c23)CC1 | -1 | 82* | -9 | 3 | 0 | 1.5 | 0 | -3 | 14 | 98
CS(=O)(=O)N(CC(=O)NCc1ccncc1)C1CCCCC1 | 3 | 1 | 2 | 1 | 4 | -3.2 | 0 | -16 | -6 | 95
Cc1cc(NS(=O)(=O)c2ccc(NC(=O)COc3cc(C)c(Cl)c(C)c3)cc2)no1 | 0 | 1 | -2 | -3 | 0 | -2.4 | -5 | -2 | 19 | 98
C=CCSC1=C(C#N)C(c2ccccc2)CC(=O)N1 (stereo unspecified) | -11 | -1 | 2 | 1 | 2 | -0.9 | -1 | -5 | 8 | 96
COc1ccc(-c2[nH]ncc2CN(C)C(C)c2ccon2)cc1F (stereo unspecified) | -5 | -4 | -1 | -1 | 0 | -2.6 | 8 | -4 | 9 | 121
Cc1nc(C(N)=O)nc2ccccc12 | 5 | -4 | 0 | -1 | . | -1.1 | 2 | . | 11 | 98
Nc1cc(S(=O)(=O)N2CCOCC2)ccc1N1CCOCC1 | 2 | 9 | 0 | -2 | -2 | 0.0 | -2 | -5 | 7 | 95
COc1ccccc1N=C1SCC(=O)N1Cc1ccco1 | -10 | 11 | 0 | -3 | 3 | 0.2 | -1 | -2 | -10 | 98
Cc1ccc(OCC(=O)Nc2ccc(S(=O)(=O)Nc3ccccn3)cc2)cc1C | -3 | -1 | 0 | -10 | -1 | 0.4 | -4 | -4 | 13 | 95
CC(NC(=O)CCC(=O)c1cccs1)c1ccccc1 (stereo unspecified) | 2 | 4 | 1 | -3 | -11 | 3.7 | 1 | -4 | 9 | 105
COc1ccc(NC(=S)N2CCCC2)c(OC)c1 | -2 | 3 | 0 | 2 | 3 | -2.4 | 1 | -5 | -2 | 99
COc1ccc(CN(C(=O)c2oc3cc(C)ccc3c2C)C2CCS(=O)(=O)C2)cc1OC (stereo unspecified) | 3 | -11 | 0 | 1 | . | 1.0 | 1 | -8 | 3 | 98
CCOc1ccc(N2CC(C(=O)N3CCCc4ccccc43)CC2=O)cc1 (stereo unspecified) | 4 | 0 | 0 | -2 | -2 | -0.4 | -1 | -7 | 6 | 98
O=C(NC1CC1)c1ccc2nc([C@@H]3O[C@H](CO)[C@H](O)[C@H](O)[C@H]3O)[nH]c2c1 | 14 | 1 | 1 | 4 | 15 | 1.9 | 0 | -10 | 0 | 96
CC(C)(C)c1cc(C(=O)NNC(=O)Nc2cccc(Cl)c2)n(Cc2ccccc2)n1 | -5 | 4 | 2 | -7 | -2 | 2.4 | -11 | -20 | 7 | 98
Cc1ccc2c(COC(=O)c3ccccc3F)cc(=O)oc2c1 | -10 | -2 | -18 | 1 | -4 | 0.9 | -7 | -3 | 4 | 99
COc1ccc(C)cc1NC(=O)c1ccc([N+](=O)[O-])cc1[N+](=O)[O-] | -4 | 2 | 3 | -4 | -2 | -1.9 | 11 | -2 | -5 | 98
CO/N=C/NC(=O)c1c(OC)ccnc1Oc1ccc(F)cc1 | 9 | -8 | 3 | -3 | -1 | -2.0 | 10 | -8 | 8 | 97
